Screens: PubChem, National Center for Advancing Translational Sciences (NCATS)
mIDH1 inhibitor: blocks human mutant IDH1 R132H enzyme | O75874 | IDH1-R132H enzyme, NADPH consumption, diaphorase/resazurin fluorescence | Potency, µM (doses to about 76.6 µM), without a hit: at the top dose activity change, negative = inhibition, usual class: inhibitors | 390,000 compounds, 0.093% hits; further: potency means the concentration at half of the fitted maximal effect; on the % scale 0 is the no-effect control and ±100 the full control effect; nearly all actives have a fitted effect of over 65% in size
Target sequence (O75874 whole entry R132H, stated change not applied): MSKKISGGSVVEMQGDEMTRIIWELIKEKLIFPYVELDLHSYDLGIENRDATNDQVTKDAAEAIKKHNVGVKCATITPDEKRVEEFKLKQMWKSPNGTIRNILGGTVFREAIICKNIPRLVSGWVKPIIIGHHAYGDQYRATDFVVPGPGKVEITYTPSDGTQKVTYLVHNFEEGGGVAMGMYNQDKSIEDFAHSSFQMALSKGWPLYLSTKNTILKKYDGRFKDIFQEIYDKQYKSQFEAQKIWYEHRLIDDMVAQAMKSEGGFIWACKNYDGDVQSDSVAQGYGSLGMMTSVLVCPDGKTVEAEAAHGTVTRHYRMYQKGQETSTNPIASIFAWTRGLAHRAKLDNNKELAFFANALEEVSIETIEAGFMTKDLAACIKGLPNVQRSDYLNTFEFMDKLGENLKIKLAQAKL
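IDH1-R132H (0.5 ug/mL) preincubated 30 min with compound, then NADPH (0.016 mM) and alpha-KG (2 mM) added; 80 min at RT, pH 7.5. Remaining NADPH coupled via diaphorase/resazurin to fluorescence (540/590 nm); concentration-response curves normalized to no-enzyme control.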
Vif-A3G inh: Vif-A3G binding inhibition; Q9HC16; Potency, µM (top dose mostly 46.1 µM), without a hit: top-dose activity, negative = active, actives largely listed as inhibitors; AID 602310; 410,000 compounds, 0.076% hits; HeLa A3G-eYFP + Vif (tagged APOBEC3G with the HIV-1 protein that degrades it), YFP fluorescence, overnight;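 further: potency means the concentration at half of the fitted maximal effect; on the % scale 0 is the no-effect control and ±100 the full control effect; nearly all actives have a fitted effect of over 60% in size; hits raise eYFP signal because A3G escapes Vif-driven loss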
Target sequence (Q9HC16 whole entry, looked up): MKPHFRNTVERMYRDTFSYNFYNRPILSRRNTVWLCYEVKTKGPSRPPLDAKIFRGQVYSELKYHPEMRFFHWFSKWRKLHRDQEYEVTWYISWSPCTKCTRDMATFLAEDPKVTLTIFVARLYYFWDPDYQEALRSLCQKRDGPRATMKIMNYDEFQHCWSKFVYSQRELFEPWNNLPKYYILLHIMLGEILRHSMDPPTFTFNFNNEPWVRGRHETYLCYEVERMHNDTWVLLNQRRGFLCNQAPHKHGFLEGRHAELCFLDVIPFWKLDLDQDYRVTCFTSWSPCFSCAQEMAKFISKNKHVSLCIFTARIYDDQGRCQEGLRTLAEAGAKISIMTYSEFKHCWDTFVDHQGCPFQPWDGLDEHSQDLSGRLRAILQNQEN
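Read-out is eYFP fluorescence (Ex 488/Em 500-530) from Vif-expressing HeLa A3G-eYFP cells; more signal means A3G escaped Vif-mediated degradation. Cells plated overnight, compound pinned in, incubated overnight at 37 deg C.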
USP1 inh: USP1/UAF1 (human) deubiquitinase inhibition; O94782; recombinant USP1/UAF1, Ub-Rhodamine cleavage fluorescence; Potency, µM (highest dose often 57.1 µM), for inactives: at the highest dose activity change, negative = inhibition, actives largely listed as inhibitors; 390,000 compounds, 0.23% hits; AID 743255; further: potency means the concentration at half of the fitted maximal effect; on the % scale 0 is the no-effect control and ±100 the full control effect; nearly all actives have a fitted effect of over 60% in size; inactives centre near -12
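USP1/UAF1 complex at 1 nM was preincubated with compound for 15 min at room temperature, then Ub-Rho substrate (150nM final) was added. Fluorescence (480/540 nm) was read kinetically, 6 reads every 60 seconds.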
GRP78 ERSR act: ER stress response induction in glioma. 420,000 compounds, 0.02% hits. Potency, µM, inactives show top-dose activation, usual class: activators. U87-MG GRP78 promoter luciferase reporter, 16 h; further: potency means the concentration at half of the fitted maximal effect; series mostly up to about 76 µM; % of control where 0% means no effect; nearly all actives have a fitted effect of over 35% in size
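ERSR induction read as luciferase luminescence (Bright-Glo, 10 min at room temperature) in stably transfected human U87-MG glioma cells exposed to compounds for 16 h, using GRP78 as sensor.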
LDHA block: inhibitors of human lactate dehydrogenase A; P00338; purified LDHA, NADH/diaphorase-resazurin fluorescence; hits give low values; activity change, % (values are at about 110 or 230 µM); 480,000 compounds, 0.15% hits; in the data active means activity change below about -30%; inconclusive means mostly about -25% to -30%;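 further: plate controls were DMSO wells for no effect and wells without enzyme for full effect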
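Resorufin fluorescence (ex540/em590), read at 0 and 20 min after diaphorase/resazurin addition, reports the NADH left after a 5 min room-temperature reaction of 2 nM human LDH5 with 0.06 mM NADH and 0.2 mM pyruvate.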
PI4K2A inh: blocks human PI4K2A kinase activity. AID 1346378. purified PI4K2A, ADP-Glo luminescence, 1 h; hits give low values. activity change, negative = inhibition, % at 76.9 µM. 420,000 compounds, 0.13% hits. Q9BTU6; in the data active means activity change below about -50%; inconclusive means mostly about -30% to -49%;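 further: -100% = wells without enzyme as full effect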
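Compounds are screened against recombinant PI4K2A using PI as substrate and ATP, the latter dispensed at 300 microM. Reactions run one hour at ambient temperature before ADP-Glo detection; full inhibition defined by wells lacking enzyme.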
Vif-A3F inh: blocks the Vif interaction with APOBEC3F; HeLa A3F-eYFP + Vif (tagged APOBEC3F with the HIV-1 protein that degrades it), YFP fluorescence increase; Potency, µM (highest dose often 46.1 µM), inactives show top-dose activity, negative = active; 390,000 compounds, 0.2% hits; further: potency means the concentration at half of the fitted maximal effect; % of control where 0% means no effect; nearly all actives have a fitted effect of over 65% in size
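Fluorescence increase (Ex 488/Em 500-530) after overnight compound treatment at 37 deg C flags inhibition of Vif-driven A3F-eYFP loss in stable HeLa A3F-eYFP/Vif cells seeded overnight beforehand.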
TrxR1 substrate: is turned over as a substrate by rat TrxR1. AID 588456. Potency, µM (titrated, usually from 114 µM), for inactives: top-dose activity change, negative = substrate turnover. purified TrxR1 substrate turnover, NADPH consumption readout. 390,000 compounds, 0.01% hits; further: potency means the concentration at half of the fitted maximal effect; on the % scale 0 is the no-effect control and ±100 the full control effect; nearly all actives have a fitted effect of over 50% in size
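Rat TrxR1, dispensed at 90 nM, was prereduced with 400 uM NADPH (final) for 5 min at ~22 deg C, then incubated with compound 15 min before 400 uM selenite. A first-read NADPH fluorescence drop versus no-compound background flagged substrates.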
RXFP1 ag: RXFP1 (human) receptor agonism; Q9HBX9; HEK293T-RXFP1 cAMP TR-FRET, 30 min; response scale: percent of porcine relaxin response, buffer zero; Potency, µM (series often up to 57.5 µM), for inactives: top-dose activation, hits mostly activators; 370,000 compounds, 0.3% hits; AID 2676; further: potency means the concentration at half of the fitted maximal effect; on the % scale 0 is the no-effect control and ±100 the full control effect; nearly all actives have a fitted effect of over 60% in size; many of its hits are not listed in these tables
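HEK293T cells stably expressing RXFP1 were pretreated with the PDE4 inhibitor Ro 20174, exposed to compounds for 30 min at 37C, lysed, and cAMP was read by TR-FRET. Data normalized to buffer (basal) and 29 nM porcine relaxin (100%).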
Numbers without * were called inactive; ? = inconclusive; nt = no result given; & = joins results of further samples; [ ] = dose if it differs, or a comment. Unless noted, the call rests on the fitted dose curve; in most records, active means well fitted curve in the direction sought with a large enough effect; inconclusive means small, poorly fitted or top-dose-only effect, or another doubt; inactive means no such curve, though single readings can be large; an effect the other way counts as inactive or inconclusive.

Structure | mIDH1 inhibitor | Vif-A3G inh | USP1 inh | GRP78 ERSR act | LDHA block | PI4K2A inh | Vif-A3F inh | TrxR1 substrate | RXFP1 ag
Cc1sc(NC(=O)c2ccco2)c(C(c2cccnc2)N2CCCC2)c1C (configuration not stated) | -8% | -2% | -10% | 0% | 6 | -6 | -5% | -2% | 3.2%
CCc1ccccc1Nc1nc2ccccc2n1CC | -3% | 1% | -10% | -1% | 0 | 6 | -1% | -5% | 0.5%
N#Cc1nc(-c2ccc(OCc3ccc(Cl)cc3)cc2)oc1N1CCOCC1 | 4% | 1% | -4% | -2% | 0 | 1 | 5% | 6% | 0.1%
Cc1ccc(N2CCN(c3ccc(NCc4nc5ccccc5n4C)cc3)CC2)cc1 | 4% | 0% | -4% | 4% | 17 | -1 | ? | 4% | 2.4%
O=C(NCCOc1ccccc1)C1CCC(=O)N(CCCN2CCOCC2)C1 (configuration not stated) | 2% | -2% | -19% | -2% | -2 | 0 | 4% | 6% | nt
CCc1cccc(NC(=O)Cn2c(=O)n(CCC(=O)NCC3CCCO3)c(=O)c3cc(OC)c(OC)cc32)c1 (configuration not stated) | -3%&-5% | 0%&-8% | 1%&7% | 3%&-1% | -5&-1 | -2&-1 | 15%&1% | 14%[57.1 µM] | -2.2%&-2.6%
COc1ccc(-n2ncc3c(NCCCn4ccnc4)ncnc32)cc1 | -1% | -5% | -7% | 4% | -10 | -2 | 0% | 4% | 11%
CC(C)[C@H](NC(=O)c1ccco1)C(=O)NC12CC3CC(CC(C3)C1)C2 | 5% | 1% | 0% | -2% | -5 | -2 | 4% | -3% | -1.2%
Cc1c(NC(=O)C(C)NCC2CCCO2)c(=O)n(-c2ccccc2)n1C (configuration not stated) | 14% | 0% | -15% | 0% | -2 | 0 | 3% | 11% | 1.7%
CCOC(=O)c1sc(-c2ccccc2)cc1NC(=O)c1ccc(S(=O)(=O)N(CCOC)CCOC)cc1 | 0% | 2% | -7% | -3% | -4 | 3 | 7% | -9% | ?
Cc1nn(C)c(C)c1CNC(=O)Nc1cccc(Cl)c1 | 4% | -4% | -9% | 4% | -10 | 4 | 4% | 8%[57.1 µM] | -0.1%
CCN(CC)c1ccc(/C=C/c2ccc3ccc(OC)cc3[n+]2CC)cc1 | 1% | 3% | -3% | -8% | -23 | -26 | -8% | 0% | 0.3%

2 consecutive entries out of the list so far:
Structure | mIDH1 inhibitor | Vif-A3G inh | USP1 inh | GRP78 ERSR act | LDHA block | PI4K2A inh | Vif-A3F inh | TrxR1 substrate | RXFP1 ag
CC(C)[C@H](NC(=O)c1ccco1)C(=O)NC12CC3CC(CC(C3)C1)C2 | 5% | 1% | 0% | -2% | -5 | -2 | 4% | -3% | -1.2%
Cc1c(NC(=O)C(C)NCC2CCCO2)c(=O)n(-c2ccccc2)n1C (configuration not stated) | 14% | 0% | -15% | 0% | -2 | 0 | 3% | 11% | 1.7%

Next part.
Structure | mIDH1 inhibitor | Vif-A3G inh | USP1 inh | GRP78 ERSR act | LDHA block | PI4K2A inh | Vif-A3F inh | TrxR1 substrate | RXFP1 ag
CCOC(=O)CSC1=Nc2ccccc2C2=NC(CCC(=O)NCc3ccc(F)cc3)C(=O)N12 (configuration not stated) | 0% | -2% | 5% | -3% | -4 | 2 | -2% | 7%[57.1 µM] | 14%
CCc1ccccc1NC(=O)Cn1nc2c3cc(F)ccc3n(Cc3cccc(C)c3)cc-2c1=O | 0% | 0% | -7% | -2% | -2 | -7 | -6% | 3% | 3.2%
CCOC(=O)c1oc2nc(CC(C)C)c3c(c2c1N)CCCC3 | 3% | -2% | -24% | -2% | 1 | -7 | 0% | 175%[activator] | 10%
C=CCN1C(=O)/C(=N/n2cnnc2)c2ccccc21 | 7% | -5% | -20% | -4% | -1 | -15 | nt | -22% | 0.1%
CCn1ccc2cc(S(=O)(=O)N3CCC(C(=O)NCC(C)c4ccccc4)CC3)ccc21 (configuration not stated) | 2% | 1% | -31% | -1% | 3 | -1 | -5% | 1%[57.1 µM] | 4.0%
CCS(=O)c1ccccc1C(=O)OC(C)C(=O)Nc1ccc(S(=O)(=O)N2CCCC2)cc1 (configuration not stated) | 4% | -2% | -15% | -1% | 0 | 1 | -2% | -6%[57.1 µM] | 0.4%
O=C(Nc1nc2ccccc2[nH]1)C1CC(=O)N(c2ccc3c(c2)OCCO3)C1 (configuration not stated) | 1% | -6% | -19% | -9% | 5 | -11 | -7% | 5%[57.1 µM] | 0.0%
COc1ccccc1C(=O)N(Cc1cccs1)C1CCS(=O)(=O)C1 (configuration not stated) | 3% | 0% | 6% | -6% | -2 | 6 | 10% | 12%[57.1 µM] | 1.2%
O=C(Oc1ccc2ccc(O)cc2c1)c1ccccc1Cl | 5% | 0% | -13% | 2% | -5 | -5 | -9% | -8% | -0.5%
COc1ccc(Cl)cc1NC(=O)C(C)Sc1nnc(C2CC2)n1C1CC1 (configuration not stated) | 3% | -11% | -17% | -4% | -6 | -4 | 2% | -12% | 1.1%
CC(C)N1CCN(Cc2cc3ccccc3[nH]2)CC1CCO (configuration not stated) | 0% | 0% | -16% | -4% | -2 | 2 | 2% | 7%[57.1 µM] | -0.4%
Cc1ccccc1NC(=O)Cc1nc(COC(=O)c2ccc([N+](=O)[O-])cc2)cs1 | 3% | -2% | -4% | 2% | 0 | -6 | 6% | 1% | 0.8%

Further compounds
Structure | mIDH1 inhibitor | Vif-A3G inh | USP1 inh | GRP78 ERSR act | LDHA block | PI4K2A inh | Vif-A3F inh | TrxR1 substrate | RXFP1 ag
Cc1c(C(=O)N(C)CCn2ccnc2C)oc2c(F)cccc12 | -7% | 0% | -13% | -2% | -1 | 4 | -4% | 4% | 1.0%
CCc1ccc(OCC(=O)NNC(=O)CSc2nnc(-c3ccc(C)cc3)n2C)cc1 | 3% | 0% | -19% | -1% | -3 | -4 | 1% | -2% | -0.8%
COc1ccc(C(=O)NCc2csc(C(C)C)n2)cc1OC1CCN(C(C)=O)CC1 | -1% | -1% | -3% | -4% | -9 | -4 | 2% | 8% | 1.5%
CC(C)n1cnc2c(oc3ccccc32)c1=O | 5% | -2% | -17% | 7% | -2 | 2 | -1% | 8%[57.1 µM] | 1.9%
Cn1c(NC(=O)c2ccc(Cl)cc2Cl)cc(=O)n(C)c1=O | 9% | -4% | -16% | -2% | -1 | 9 | -8% | -1% | 0.6%
COc1cc(Cl)c(C)cc1Nc1ncccn1 | 7% | -2% | -22% | 0% | 4 | 1 | -1% | -15%[57.1 µM] | 0.0%
C=CCOc1c(OC)cc(Cl)cc1C1NC(=O)NC(C)=C1C(C)=O (configuration not stated) | 3% | 3% | -2% | -2% | 0 | -5 | 2% | -11% | 1.9%
COc1cc(-n2c(C)nc3cc(C(=O)NCc4ccco4)ccc32)cc(OC)c1OC | -3% | 4% | 0% | -2% | -2 | -4 | -3% | 14%[57.1 µM] | 0.9%
COc1cc(-c2noc(-c3cccc(Cl)c3)n2)cc(OC)c1OC | -3% | 0% | -2% | 0% | 0 | 3 | -2% | -2% | 13%
CC(NC(=O)C1CCCO1)c1ccccc1 (configuration not stated) | 8% | 1% | -13% | -2% | 2 | 1 | -8% | 1% | 1.7%
O=C(O)C1CCCCC1C(=O)Nc1ccc(Cl)cc1 (configuration not stated) | 14% | 2% | -14% | -2% | -7 | 7 | -3% | 6% | 0.1%
Nc1nnnn1/N=C/c1ccccc1OCc1ccc(Cl)cc1Cl | 3% | -5% | -23% | -3% | -3 | 5 | -4% | 9%[57.1 µM] | 1.3%

One compound at a time, as listed above. Order of screens: mIDH1 inhibitor, Vif-A3G inh, USP1 inh, GRP78 ERSR act, LDHA block, PI4K2A inh, Vif-A3F inh, TrxR1 substrate, RXFP1 ag
Cc1c(NC(=O)C(C)NCC2CCCO2)c(=O)n(-c2ccccc2)n1C (configuration not stated) is entered as 14%, 0%, -15%, 0%, -2, 0, 3%, 11%, 1.7%
O=C(NCCOc1ccccc1)C1CCC(=O)N(CCCN2CCOCC2)C1 (configuration not stated) is entered as 2%, -2%, -19%, -2%, -2, 0, 4%, 6%, nt
CCOC(=O)c1sc(-c2ccccc2)cc1NC(=O)c1ccc(S(=O)(=O)N(CCOC)CCOC)cc1 is entered as 0%, 2%, -7%, -3%, -4, 3, 7%, -9%, ?
Cn1c(NC(=O)c2ccc(Cl)cc2Cl)cc(=O)n(C)c1=O is entered as 9%, -4%, -16%, -2%, -1, 9, -8%, -1%, 0.6%

The list continues.
Structure | mIDH1 inhibitor | Vif-A3G inh | USP1 inh | GRP78 ERSR act | LDHA block | PI4K2A inh | Vif-A3F inh | TrxR1 substrate | RXFP1 ag
COc1ccc(C(=O)N2CCN(S(=O)(=O)c3ccc(C)cc3C)CC2)cc1S(=O)(=O)N1CCOCC1 | 1% | -2% | -24% | 1% | 3 | -1 | 2% | 7% | nt
COc1ccc(C(NC(=O)C2CCN(C/C=C/c3ccc(OC(C)=O)c(OC)c3)CC2)c2ccccn2)cc1 (configuration not stated) | nt | 3% | nt | 1% | 0 | 0 | nt | nt | nt
CCn1c(=O)cc(OCC(=O)NCc2ccco2)c2ccccc21 | 1% | -15% | -21% | 0% | -1 | -8 | 2% | 3% | 1.9%
COc1cc(S(=O)(=O)Nc2cccc(C(=O)O)c2)c(OC)cc1Cl | -4% | 3% | 1% | -4% | -4 | -3 | -2% | 5% | 2.9%

These rows are one share of the data (hit frequency here may not be typical).
